Screening data from PubChem.
GlmU inhibition – inhibition of mycobacterial GlmU enzyme – biochemical, glucosamine-1-phosphate acetyltransferase (AID 1376); M. tuberculosis GlmU acetyltransferase enzyme assay; higher % means a stronger effect; inhibition, %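 (tested at 30 µM in the primary screen)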, or IC50 in µM where a hit was titrated; hit rate 0.25% among 220,000; in the data active = inhibition above about 13%; inconclusive = no clear call, values can overlap the other calls;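 note: 0% = complete reaction with vehicle and 100% = reaction without substrate; strong numbers were not always called active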
RmlCD inh 1536 – inhibitors of Mycobacterium tuberculosis RmlC and RmlD coupled enzymes | hit rate 0.03% among 160,000 | RmlC+RmlD coupled enzyme assay, percent inhibition; primary screen in compound mixtures | AID 1533 | inhibition, % at 3.6 µM | P9WH09+P9WH11; in the data active = inhibition mostly above about 34%, no sharp cut-off; inconclusive = no clear call, values can overlap the other calls; inactive = mostly below about 22%; note: some results filed as inactive read as strong as hits
Target sequence (P9WH09 whole entry, looked up): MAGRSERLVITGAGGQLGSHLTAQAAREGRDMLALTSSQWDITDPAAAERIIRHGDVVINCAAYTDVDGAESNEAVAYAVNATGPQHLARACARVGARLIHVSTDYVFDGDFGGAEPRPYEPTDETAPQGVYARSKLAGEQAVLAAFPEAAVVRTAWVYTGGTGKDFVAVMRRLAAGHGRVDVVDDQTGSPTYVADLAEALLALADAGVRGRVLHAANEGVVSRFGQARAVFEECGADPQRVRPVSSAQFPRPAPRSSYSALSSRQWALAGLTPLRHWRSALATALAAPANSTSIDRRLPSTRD
Target sequence (P9WH11 whole entry, looked up): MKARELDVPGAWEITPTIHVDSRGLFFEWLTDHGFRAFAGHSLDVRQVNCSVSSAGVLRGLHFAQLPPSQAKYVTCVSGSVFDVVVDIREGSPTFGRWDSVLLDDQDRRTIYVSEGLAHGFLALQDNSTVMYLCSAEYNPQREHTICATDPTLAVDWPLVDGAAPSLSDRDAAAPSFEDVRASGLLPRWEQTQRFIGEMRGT
* marks the source's active call; other numbers are inactive results.

COc1cc(NC(=O)c2ccc3c(c2)OCCO3)ccc1NC(=O)c1cccs1 was read as GlmU inhibition -2.5% and RmlCD inh 1536 -6.1.
COC(=O)c1sccc1OCc1cccc(OC)c1 was read as GlmU inhibition 2.5% and RmlCD inh 1536 -1.2.
`O=C(O)CNC(=S)N(Cc1ccccc1)Cc1cccnc1` gave GlmU inhibition -1.4% and RmlCD inh 1536 2.1.
`Cc1cc(Cl)c(S(=O)(=O)N2CCSCC2)cc1OCC(=O)NC1CCCCC1` gave GlmU inhibition 2.6% and RmlCD inh 1536 -11.2.
`COc1ccc(C(=O)NCC(=O)N/N=C/c2ccc([N+](=O)[O-])o2)cc1OC` gave GlmU inhibition 2.5% and RmlCD inh 1536 9.4.
`CC1Sc2ccccc2N(CC(=O)N(C(C)C)C(C)C)C1=O` (stereo unspecified) gave GlmU inhibition -0.6%.
For CCO[C@H]1OC(C(=O)NCc2ccccc2)=C[C@@H](c2ccccc2)[C@@H]1CCCO the results were GlmU inhibition -1.5%.
`COc1ccccc1N1CC(C(=O)OCC(=O)c2ccc(F)cc2)CC1=O` (stereo unspecified) gave GlmU inhibition -2.4% and RmlCD inh 1536 3.9.
CC1CC(C)CN(CCCNC(=O)Cc2c(C(=O)O)n(C)c3ccccc23)C1 (stereo unspecified) was read as GlmU inhibition 1.5% and RmlCD inh 1536 -10.7.
Screening CNC(=O)/C(=C\c1ccc2c(c1)OCO2)NC(=O)c1ccc(Br)cc1 returned GlmU inhibition -3.9% and RmlCD inh 1536 -7.7.
Screening OCCNC(=S)c1ccccc1 returned GlmU inhibition -2.5%.
For C=CCn1c2ccccc2c2nnc(SCC(=O)Nc3c(C)n(C)n(-c4ccccc4)c3=O)nc21 the results were GlmU inhibition 4.2% and RmlCD inh 1536 13.2.
For Cc1ccc(NC(=O)CC2SC(=Nc3ccc(O)cc3)NC2=O)cc1 (stereo unspecified) the results were GlmU inhibition 3.5% and RmlCD inh 1536 -6.1.
`CCN(C(=O)CCc1nc(-c2ccccc2F)no1)c1cc(OC)ccc1OC` gave GlmU inhibition -2.1% and RmlCD inh 1536 6.8.
For Cn1cc(/C=C2\SC(=O)NC2=S)c2ccccc21 the results were GlmU inhibition 4.8% and RmlCD inh 1536 -1.9.
Screening Cc1cc(/C=C2\C(=O)NC(=O)N(Cc3ccccc3)C2=O)c(C)n1-c1ccc(Cl)c(C(=O)O)c1 returned GlmU inhibition 71.9µM* and RmlCD inh 1536 2.0.
Screening CCOC(=O)CNC(=O)CSc1nc(-c2ccccc2)ns1 returned GlmU inhibition 2.2% and RmlCD inh 1536 -10.7.
`O=C(CCCn1c(=O)[nH]c2cc(Cl)ccc2c1=O)N1CCC2(CC1)OCCO2` gave GlmU inhibition 3.3%.
For COCC(C)NC(=S)Nc1ccccc1[N+](=O)[O-] (stereo unspecified) the results were GlmU inhibition -1.1% and RmlCD inh 1536 -2.3.
CCOC(=O)N1CCN(c2ccc(C(=O)CC)cc2F)CC1 was read as GlmU inhibition -4.9% and RmlCD inh 1536 3.8.
`CCOC(=O)N1CCN(C(=O)Nc2ccc3nc(C)sc3c2)CC1` gave GlmU inhibition 4.7% and RmlCD inh 1536 -3.0.
For CCOc1ccccc1C(=O)N[C@H](C(=O)Nc1cc(S(=O)(=O)N(C)C)ccc1OC)C(C)C the results were GlmU inhibition 3.2% and RmlCD inh 1536 -13.4.
Cc1cccc(/N=C/c2c(O)c3ccccc3oc2=O)n1 was read as GlmU inhibition 7.4%.
Cc1nnc(SCC(=O)NCc2ccco2)[nH]c1=O was read as GlmU inhibition 0.1% and RmlCD inh 1536 11.3.
`O=C(Cn1nnc(-c2ccccc2F)n1)Nc1ccc2c(c1)OCO2` gave GlmU inhibition 3.5% and RmlCD inh 1536 7.0.
Screening FC(F)(F)c1nc2nncn2c2c1CCCCC2 returned GlmU inhibition 2.1% and RmlCD inh 1536 9.9.
`COc1ccc(OC)c2sc(N3CCCCC3)nc12` gave GlmU inhibition -4.1% and RmlCD inh 1536 -6.1.
`CCOc1ccc(CN2CCNC(=O)C2CC(=O)NCCC2=CCCCC2)cc1` (stereo unspecified) gave GlmU inhibition 3.4% and RmlCD inh 1536 -3.4.
Cc1cc(N(C)NC(=S)Nc2ccccc2)nc(C)n1 was read as GlmU inhibition 7.3% and RmlCD inh 1536 4.1.
For COCCNC(=O)C(=O)NCC1OCCCN1S(=O)(=O)c1cccs1 (stereo unspecified) the results were GlmU inhibition 0.8% and RmlCD inh 1536 2.9.
`CCc1nnc2c(N(C)C)nc3ccccc3n12` gave GlmU inhibition 7.1% and RmlCD inh 1536 -1.1.
CC1=C(C(=O)Nc2ccccn2)C(c2ccc(Br)cc2)NC(=S)N1 (stereo unspecified) was read as GlmU inhibition 14.3%*.
Cc1ccc(NC(=O)C2CC(=O)n3c(nc4ccccc43)N2)cc1C (stereo unspecified) was read as GlmU inhibition 2.6% and RmlCD inh 1536 6.3.
Screening Cc1cc(C)c2cccc(N)c2n1 returned GlmU inhibition -0.2% and RmlCD inh 1536 3.1.
For CCOC(=O)c1ccc(NC(=O)CSc2nc3c(c(=O)n2C)SC(C)C3)cc1 (stereo unspecified) the results were GlmU inhibition 4.5% and RmlCD inh 1536 inconclusive.
For O=C1c2ccccc2C(=O)N1c1ccc(Cc2ccncc2)cc1 the results were GlmU inhibition 2.2% and RmlCD inh 1536 -10.6.
COC(=O)/C(=C\Nc1ccccc1)NC(=O)c1ccc(Cl)cc1Cl was read as GlmU inhibition -1.3% and RmlCD inh 1536 6.4.
`Cc1ccccc1N1CN(Cc2ccco2)CNC1=S` gave GlmU inhibition 2.5% and RmlCD inh 1536 2.1.
Screening COc1ccc(NC(=O)C(c2ccccc2)N(C)C(=O)c2ccc(=O)[nH]c2)cc1 (stereo unspecified) returned GlmU inhibition 4.4% and RmlCD inh 1536 -5.7.
For Cc1cc(C)n(S(=O)(=O)c2ccc(C)c(C)c2C)n1 the results were GlmU inhibition -4.3%.
CSc1ccc(S(=O)(=O)NCCCOC(C)C)cc1 was read as GlmU inhibition -2.1% and RmlCD inh 1536 2.1.
`CCOc1ccccc1NC(=O)N1CCCC1C(=O)Nc1ccc(-n2cnnn2)c(C)c1` (stereo unspecified) gave GlmU inhibition 0.4% and RmlCD inh 1536 -6.8.
COCCn1c(C)cc(C(=O)Cn2nc(C(=O)O)c3ccccc3c2=O)c1C was read as GlmU inhibition -2.9% and RmlCD inh 1536 -12.9.
`Cc1c(N=Cc2ccc(Br)s2)cccc1[N+](=O)[O-]` gave GlmU inhibition -3.0% and RmlCD inh 1536 -4.6.
Cc1ccc(NS(=O)(=O)c2cc(C(=O)N3CCOCC3)ccc2C)cc1 was read as GlmU inhibition 3.6% and RmlCD inh 1536 -3.7.
Screening COC(=O)NCC(c1cccnc1)N1CCN(c2ccccc2)CC1 (stereo unspecified) returned GlmU inhibition 0.0%.
`CCCCc1ccc(S(=O)(=O)N2CCN(C(=O)c3ccco3)CC2)cc1` gave GlmU inhibition 6.5% and RmlCD inh 1536 -10.7.
O=C(Cc1c[nH]c2ccccc12)Nc1ccc(N2CCOCC2)cc1 was read as GlmU inhibition -5.1% and RmlCD inh 1536 12.7.
Screening COC(=O)c1ccc(COc2cccc(C)c2C)cc1 returned GlmU inhibition -6.6% and RmlCD inh 1536 9.6.
N#CC(c1ccccc1)N(CCCCl)C(=O)c1ccc(Br)cc1 (stereo unspecified) was read as GlmU inhibition -0.6% and RmlCD inh 1536 -10.3.
For COc1cccc2sc(Nc3nc(C)c(C(C)=O)s3)nc12 the results were GlmU inhibition 4.1% and RmlCD inh 1536 -1.9.
C=CCn1c(SCC(=O)c2c(N)n(C)c(=O)n(C)c2=O)nnc1-c1ccccc1F was read as GlmU inhibition 4.5%.
CC1CCCN(S(=O)(=O)c2ccc3c(c2)CCN3C(=O)C2CCC2)C1 (stereo unspecified) was read as GlmU inhibition -0.1% and RmlCD inh 1536 9.2.
For CCCCn1c(NC(=O)c2ccccc2)nc2ccccc21 the results were GlmU inhibition -0.6% and RmlCD inh 1536 42.7.
COc1ccnc(Oc2ccc(F)cc2)c1C(=O)N/C=N/OCc1c(Cl)cccc1Cl was read as GlmU inhibition -2.8% and RmlCD inh 1536 -10.2.
`O=C(NNc1ccc(Cl)cc1)c1c(F)cccc1Cl` gave GlmU inhibition 9.8%.
For O=C1CSC(=S)N1Cc1cccnc1 the results were GlmU inhibition -3.3% and RmlCD inh 1536 9.5.
O=C(Nc1ccccc1Cl)c1ccc2nsnc2c1 was read as GlmU inhibition 8.1% and RmlCD inh 1536 6.5.
Cc1ccc(OC(=O)CCC(=O)Nc2ccc(S(=O)(=O)Nc3cc(C)on3)cc2)cc1 was read as GlmU inhibition 9.9%.
Screening O=C(CN1C(=O)CCC1=O)Nc1ccc2c3c(cccc13)CC2 returned GlmU inhibition 3.3% and RmlCD inh 1536 -7.4.
Screening Cc1ccc(-c2nn(-c3ccccc3)cc2NC(=O)CCl)cc1 returned GlmU inhibition -8.0% and RmlCD inh 1536 8.7.
Nn1cc(-c2ccccc2)nc1SCC(=O)NCC1CCCO1 (stereo unspecified) was read as GlmU inhibition 1.9% and RmlCD inh 1536 -13.1.
For COC(=O)C1=C(c2cccc(OC)c2OC)C[C@@H]2CC[C@H]1N2C(=O)NCc1ccc(F)cc1 the results were GlmU inhibition 0.7%.
Screening C1=CC2c3ccccc3NC(c3ccncc3)C2C1 (stereo unspecified) returned GlmU inhibition -1.2%.
For O=C(NCc1ccco1)C1CC(c2cc(C(F)(F)F)cc(C(F)(F)F)c2)=NO1 (stereo unspecified) the results were GlmU inhibition -1.9%.
COc1ccc(N(C(=O)CCC(=O)Nc2cc(C)on2)C(C(=O)NC2CCCC2)c2ccco2)cc1 (stereo unspecified) was read as GlmU inhibition -2.3% and RmlCD inh 1536 -7.8.
COc1ccc(C(C)=O)cc1CN1C(=O)NC(CC(C)C)C1=O (stereo unspecified) was read as GlmU inhibition 6.8% and RmlCD inh 1536 14.4.
CCOc1cccc(SCc2noc(C(=O)NCCOC)c2C(=O)O)c1 was read as GlmU inhibition -4.0% and RmlCD inh 1536 1.9.
For O=C(CCC(=O)N(CC(=O)NC1CCCC1)Cc1cccs1)Nc1nccs1 the results were GlmU inhibition 5.1% and RmlCD inh 1536 -12.5.
For COc1ccc(/C(O)=C2/C(=O)C(=O)N(CC3CCCO3)C2c2ccc(OC)c(OC)c2)cc1 (stereo unspecified) the results were GlmU inhibition 2.1% and RmlCD inh 1536 1.6.
C=CCNC(=O)CCCC(=O)NCC=C was read as GlmU inhibition -4.3% and RmlCD inh 1536 -8.0.
For Cc1c(NC(=O)CSc2nnnn2-c2ccc(O)cc2)c(=O)n(-c2ccccc2)n1C the results were GlmU inhibition 4.4% and RmlCD inh 1536 -7.1.
Screening CS/C(N)=N/S(=O)(=O)c1ccc(NC(C)=O)cc1 returned GlmU inhibition -1.3% and RmlCD inh 1536 -2.2.
CS(=O)(=O)N1CCN(CCN2C(=O)c3cccc4cccc(c34)C2=O)CC1 was read as GlmU inhibition -1.2% and RmlCD inh 1536 -18.7.
`COc1ccc(N2C(=O)CC(Sc3ncccc3C(=O)O)C2=O)cc1` (stereo unspecified) gave GlmU inhibition 2.5% and RmlCD inh 1536 -3.7.
`CCOC(=O)c1c[nH]c(=O)c(Br)c1O` gave GlmU inhibition 3.8% and RmlCD inh 1536 -35.1.
Screening O=C(NC1CCCCC1)[C@@H]1CC=C[C@@H]2CCN(C3CCCCC3)C(=O)[C@@H]21 returned GlmU inhibition 1.9%.
COC(=O)CCCC1=CC2=CC(=O)C(C)(OC(=O)CCc3ccccc3)C(=O)C2=CO1 (stereo unspecified) was read as GlmU inhibition 4.6% and RmlCD inh 1536 -4.8.
Screening COc1ccc(/C=N/n2cnc3c([nH]c4ccccc43)c2=O)cc1COc1ccccn1 returned GlmU inhibition 1.4% and RmlCD inh 1536 -10.8.
`CCC(CC)NC(=O)c1ccccc1Oc1ccccc1` gave GlmU inhibition 2.0% and RmlCD inh 1536 10.9.
CCCC(=O)Nc1nc2ccc3nc(C)sc3c2s1 was read as GlmU inhibition 3.3% and RmlCD inh 1536 -11.3.
Screening CCOC(=O)C1=C(N)OC(CCl)=C(C#N)C1c1ccsc1 (stereo unspecified) returned GlmU inhibition -0.9% and RmlCD inh 1536 -2.1.
`CCc1ccc(Nc2nnc(SCC(=O)Nc3cccc(S(=O)(=O)NC4=NCCCCC4)c3)s2)cc1` gave GlmU inhibition 2.1% and RmlCD inh 1536 inconclusive.
`CC1(C)Cc2c(ccc3ccccc23)/C(=C/C#N)N1` gave GlmU inhibition 4.3% and RmlCD inh 1536 -2.9.
For Cc1ccsc1CNn1cnnc1SCc1ccc(Cl)cc1 the results were GlmU inhibition 1.1% and RmlCD inh 1536 -4.5.

Not all compounds are listed (hit frequency here may not be typical).
